Screening results as filed in PubChem.
CBFb RUNX1 block – qHTS Assay for Compounds Blocking the Interaction Between CBF-beta and RUNX1 for the Treatment of Acute Myeloid Leukemia. Runt-related transcription factor 1 (Homo sapiens) + Core-binding factor subunit beta …. AlphaScreen CBFb-His/RUNX1-biotin binding, biochemical. Potency, µM (doses to about 59.8 µM), without a hit: top-dose activity, negative = inhibition, most hits filed as inhibitors. 230,000 tested, under 10 active. AID 1477, 2009; note: % of control where 0% means no effect
Target sequence (Q01196 whole entry, looked up): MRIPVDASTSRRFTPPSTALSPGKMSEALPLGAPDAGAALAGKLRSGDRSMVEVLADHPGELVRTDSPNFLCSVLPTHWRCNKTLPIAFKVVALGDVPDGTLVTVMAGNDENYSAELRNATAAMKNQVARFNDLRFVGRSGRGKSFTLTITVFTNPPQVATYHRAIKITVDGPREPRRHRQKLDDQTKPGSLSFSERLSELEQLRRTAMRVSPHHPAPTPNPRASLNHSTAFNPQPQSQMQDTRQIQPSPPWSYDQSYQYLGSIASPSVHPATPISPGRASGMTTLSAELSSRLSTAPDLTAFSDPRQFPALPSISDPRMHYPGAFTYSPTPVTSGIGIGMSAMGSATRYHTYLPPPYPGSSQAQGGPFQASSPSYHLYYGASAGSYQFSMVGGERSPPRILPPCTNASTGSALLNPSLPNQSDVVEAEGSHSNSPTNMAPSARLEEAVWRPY
Target sequence (Q13951 whole entry, looked up): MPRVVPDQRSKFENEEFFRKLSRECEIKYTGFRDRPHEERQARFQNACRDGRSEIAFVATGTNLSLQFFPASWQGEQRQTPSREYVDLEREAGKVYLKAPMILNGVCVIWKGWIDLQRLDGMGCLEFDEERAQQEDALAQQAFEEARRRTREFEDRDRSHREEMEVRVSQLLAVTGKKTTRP
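His-tagged CBF-beta and biotinylated RUNX1 (30 nM each) were premixed 20 min at room temperature, exposed to compound for 15 min, then given nickel-chelate and streptavidin AlphaScreen beads (50 ng each). After 90 min, AlphaScreen signal was read.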
IMPase Li inh – qHTS Assay for Identifying the Cell-Membrane Permeable IMPase Inhibitors: Potentiation with Lithium | CHO-M1 cells, IP1 TR-FRET (IP-One), carbachol + lithium | Potency, µM (titrated, usually from 59.4 µM), for the others: top-dose activity, negative = IMPase inhibition, usual class: inhibitors | 0.35% of 210,000 active;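 note: IP1 builds up when IMPase is blocked and the TR-FRET signal falls; potency is the fitted concentration of half-maximal effect; plate controls were basal vehicle for no effect and high inhibitor control for full effect; nearly all actives have a fitted effect of over 50% in size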
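CHO cells stably expressing M1 receptor (2000/well, cultured 16–30 h) treated 30 min at 37C with compound plus low lithium. Cytosolic IP1 by TR-FRET (665/620 ratio and 620 channel) after 10 min lysis; AC50 by Hill fit.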
NPSR antag – qHTS Assay for Antagonists of the Neuropeptide S Receptor: cAMP Signal Transduction. 1% of 220,000 active. Potency, µM (series often up to 38.3 µM), for the others: at the highest dose activity change, negative = inhibition, actives largely listed as inhibitors. CHO-NPSR cells, cAMP TR-FRET, antagonist mode. AID 1461, 2008; note: potency is the fitted concentration of half-maximal effect; % is set by controls: 0 for no effect and ±100 for the full control effect; nearly all actives have a fitted effect of over 50% in size; many of its hits are not listed in these tables
Target sequence (Q6W5P4 whole entry, looked up): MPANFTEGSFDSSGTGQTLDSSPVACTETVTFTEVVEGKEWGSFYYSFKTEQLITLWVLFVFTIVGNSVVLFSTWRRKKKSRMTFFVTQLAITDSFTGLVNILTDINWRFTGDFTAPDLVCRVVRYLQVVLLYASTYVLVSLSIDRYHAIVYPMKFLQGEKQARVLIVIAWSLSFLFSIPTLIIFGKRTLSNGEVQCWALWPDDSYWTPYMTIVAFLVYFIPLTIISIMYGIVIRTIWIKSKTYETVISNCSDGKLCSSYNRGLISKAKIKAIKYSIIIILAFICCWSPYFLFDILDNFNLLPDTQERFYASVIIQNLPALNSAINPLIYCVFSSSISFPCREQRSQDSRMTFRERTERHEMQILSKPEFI
Epigenetic derep – Quantitative High-Throughput Screen for Regulators of Epigenetic Control; murine LDR cells, GFP reporter derepression, 30 h; Potency, µM (series often up to 53.9 µM), without a hit: at the highest dose GFP activation, hits mostly activators; 0.2% of 280,000 active; AID 1865, 2009; note: potency is the fitted concentration of half-maximal effect; % of control where 0% means no effect; nearly all actives have a fitted effect of over 60% in size
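Reporter derepression read as number of fluorescent GFP-positive objects, 20-120 um in size, counted by laser-scanning cytometer. Mouse LDR line with an epigenetically silenced CMV-GFP locus; compound incubation 30 h, 37 C.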
LMNA splice mod – qHTS Assay for Modulators of Lamin A Splicing; Potency, µM (highest dose often 46.1 µM), for inactives: at the top dose ratio change, negative = inhibition, usual class: inhibitors; AID 1487, 2009; HeLa LMNA splicing GFP/RFP minigene ratio, 48 h; 0.01% of 200,000 active; active = well fitted inhibition curve with a large enough effect in the signal ratio, with a control signal flat, not every such curve was filed as active; inconclusive = small, poorly fitted or top-dose-only effect, or effect the other way, or a change in a side signal; the % refers to the signal ratio; note: potency is the fitted concentration of half-maximal effect; % is set by controls: 0 for no effect and ±100 for the full control effect
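Read-out is the ratio of GFP to DsRed2 object intensity, acquired by 488 nm laser-scanning cytometry on HeLa lamin A-EGFP minigene reporter cells. Compound incubation 48 hrs at 37 °C in Opti-MEM with 2% FBS; DMSO 0.5% final.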
HttQ103 aggreg – qHTS Multiplex Assay to Identify Dual Action Probes in a Cell Model of Huntington: Aggregate Formation (GFP); PC12 HttQ103-GFP aggregates, Acumen cytometry, 40 h; Potency, µM (series often up to 46.1 µM), for the others: top-dose activity change, negative = inhibition, actives largely listed as inhibitors; 1.1% of 220,000 active; note: potency is the fitted concentration of half-maximal effect; % is set by controls: 0 for no effect and ±100 for the full control effect; nearly all actives have a fitted effect of over 60% in size
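Quantitative HTS on tebufenozide-induced (100 nM) PC12 cells stably expressing polyQ103 Huntingtin exon 1–GFP. Reduction of bright GFP aggregates, detected by laser scanning cytometry after lysis, identified actives across the titration.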
KinaseGlo FLuc – Counterscreen for Luciferase (Kinase-Glo TM) Inhibition | Luciferin 4-monooxygenase (Photuris pensylvanica), Q27757 | Kinase-Glo luciferase, ATP luminescence, 8 min | Potency, µM (titrated, usually from 38.3 µM), for the others: at the highest dose activity change, negative = inhibition, hits mostly inhibitors | 0.28% of 200,000 active | AID 1379, 2008; note: potency is the fitted concentration of half-maximal effect; % is set by controls: 0 for no effect and ±100 for the full control effect; nearly all actives have a fitted effect of over 60% in size
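Luminescence was the read-out, taken after 8-minute incubation at ambient temperature. Luciferase turned over luciferin with 10 uM ATP in imidazole pH 7.2 buffer containing KCl, MgCl2, Tween 20 and BSA.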
The depositor's hits bear a star; u = inconclusive; x = no result given; [ ] = another dose, or the depositor's remark. Unless noted, calls come from the whole dose curve; as a rule, active = well fitted curve in the direction sought with a large enough effect; inconclusive = small, poorly fitted or top-dose-only effect, or another doubt; inactive = no such curve, though single readings can be large; an effect the other way counts as inactive or inconclusive. Some of the compounds tested; rates above refer to the full screens.

Order of results: CBFb RUNX1 block, IMPase Li inh, NPSR antag, Epigenetic derep, LMNA splice mod, HttQ103 aggreg, KinaseGlo FLuc
CC(C(=O)N1CCOCCOCCOCCOCCOCC1)N1C(=O)c2ccccc2C1=O (configuration not stated)
    -15%, -12%, 7%, -1.2%, x, -3%, 0%
NC(=O)/C(=N\OC(=O)c1ccco1)c1nc(-c2ccc(Br)cc2)cs1
    -9%, -4%[38.3 µM], -19%[46.1 µM], 0.0%, u, u, -2%
COc1ccc(OC)c(N=c2ssnc2Cl)c1
    -16%, -1%[38.3 µM], -22%[46.1 µM], 7.4%, 5%, -1%, -2%
Cc1nn(C)cc1C1C(C#N)=C(N)N(c2cccnc2)C2=C1C(=O)CCC2 (configuration not stated)
    9%, 0%, 4%, 0.6%, -7%, 3%, 0%
CC1(C)CC(=O)C(C=NCCc2ccc(S(N)(=O)=O)cc2)=C(O)C1
    1%, -8%[38.3 µM], -7%[46.1 µM], -1.1%, -11%, 7%, 2%
CC(C)(C)n1nnnc1C(c1cccc(C(F)(F)F)c1)N1CCC(O)CC1 (configuration not stated)
    0%, 0%, -2%, -1.1%, x, x, 1%
COc1ccccc1NC(=O)c1nc[nH]c1C(=O)Nc1ccccc1OC
    -3%, 10%[38.3 µM], -7%[46.1 µM], 0.0%, -12%, 5%, 1%
CSc1ncc(Cl)c(C(=O)Nc2nnc(SC/C=C/c3ccccc3)s2)n1
    -2%, 45%[activator][38.3 µM], -22%[46.1 µM], -1.0%, u, -27%, -4%
Cc1[nH]c2ccccc2c1C(O)CN1CCN(c2cccc(C(F)(F)F)c2)CC1 (configuration not stated)
    -26%, x, u, -1.0%, u, -16%, x
Cc1ccc(OCc2nc(-c3ccccc3)no2)cc1
    u, x, 4%, -1.3%, x, -14%[9.22 µM], x
Cc1cc(C(=O)CSc2nc(N)cc(=O)[nH]2)c(C)n1Cc1ccco1
    u, x, 20%, 1.1%, x, 1%[9.22 µM], x
COc1ccc(C(=O)O)cc1S(=O)(=O)Nc1ccc(C)cc1
    3%, 7%, 7%, -2.7%, -15%[46 µM], 6%, 4%
O=C(CC1Nc2ccccc2NC1=O)NCc1cccnc1 (configuration not stated)
    1%, -16%[38.3 µM], 1%[46.1 µM], -1.1%, 0%, -6%, -5%
CCC(C)NC(=O)c1ccccc1NC(=O)COc1ccc(OC)cc1 (configuration not stated)
    3%, 32%[38.3 µM], 3%[46.1 µM], 1.5%, u, 18%, -2%
Cc1ccsc1C(=O)OCC(=O)NCCCc1ccccc1
    -13%, 0%, 2%, 0.9%, x, 20%, 0%
N#CCSc1nnc(-c2ccc(S(=O)(=O)N3CCOCC3)cc2)n1CC1CCCO1 (configuration not stated)
    0%, -16%[38.3 µM], 6%[46.1 µM], -3.2%, 0%, 7%, 2%
Cc1ccc(C)c(NC(=O)CCC(=O)NNC(=O)c2cccc([N+](=O)[O-])c2)c1
    3%, 2%, -5%[46.1 µM], -0.9%, -2%, 2%, 3%
COc1ccccc1C(=O)Oc1ccc2c(c1)O/C(=C\c1ccncc1)C2=O
    7%, 12%, -30%, -5.5%, -11%, -6%, -2%
O=C1C(=O)N(CNc2ccccn2)c2ccccc21
    -3%, -1%[38.3 µM], u, -1.3%, 5%, 2%, -2%
Cc1ccc2c(c1)c(N=Nc1cccc(C(=O)O)c1)c(O)n2C
    -9%, 20%, -39%, -0.2%, x, -9%, x
COCC1CCN(Cc2nc(-c3cccs3)no2)C1 (configuration not stated)
    0%, -2%, -1%, 0.0%, x, -16%[9.22 µM], -2%
Cc1ccc(S(=O)(=O)N2CCOCC2)cc1C(=O)NCc1ccc(F)cc1
    -1%, 13%[38.3 µM], -8%[46.1 µM], 0.8%, 0%, 7%[9.22 µM], 0%
c1ccc(-c2nnc(SCC3CCCO3)nc2-c2ccccc2)cc1 (configuration not stated)
    -3%, x, u, -1.6%, x, 4%[9.22 µM], x
CN(C)C(=S)Nc1ccc(Cl)cc1
    5%, x, -7%, 0.1%, x, -8%[9.22 µM], x
O=C(NCc1ccco1)c1csc(Nc2ccccc2Cl)n1
    -14%, 8%, -7%[46.1 µM], 0.0%, u, -18%, -1%
COc1ccc(-c2[nH]nc3c2C(c2ccccc2OC(=O)N2CCOCC2)C(C#N)=C(N)O3)cc1 (configuration not stated)
    9%, -8%[38.3 µM], -15%[46.1 µM], -0.8%, 7%, -3%, 2%
c1ccc2c(-c3nc(-c4ccncc4)no3)cccc2c1
    22%, 15%[38.3 µM], -29%[46.1 µM], 1.2%, u, -3%, 3%
COC(=O)C1=CN(C)C=C(C(=O)OC)C1c1ccc(Cl)cc1Cl
    7%, 10%[38.3 µM], -9%[46.1 µM], 2.9%, 2%, 2%, -4%
COC(=O)c1cccc(NC(=O)Cc2ccc(OC)cc2)c1C
    2%, 8%[38.3 µM], 4%[46.1 µM], -4.5%, 5%, 5%, -2%
O=C1N(Cc2cccc(Cl)c2)C[C@@H]2C[C@@H](c3cccn3-c3nccs3)N3CCC[C@@]123
    2%, 9%, 44%, -1.8%, x, 12%, 2%
CC(=O)Nc1ccc(-n2c(C)ccc2C)cc1
    9%, -10%, 6%, -1.0%, x, 0%, 1%
Cc1nn(CC(=O)Nc2ccc(Cl)cn2)c(C)c1Br
    3%, -13%, 6%, -1.9%, 20%, 11%, 2%
COc1ccc2nc(Nc3nc(CSc4nc5ccccc5[nH]4)cc(=O)[nH]3)nc(C)c2c1
    -13%, 7%, -16%, u, u, -32%, -2%
O=C(CSc1n[nH]c(=O)n1Cc1ccco1)Nc1ccccc1Cl
    11%, x, 6%, 1.5%, x, -30%[9.22 µM], x
CCOC(=O)N1CCN(C(=O)Nc2ccc(NC(=O)N3CCN(C(=O)OCC)CC3)cc2)CC1
    5%, 9%, -20%, 3.8%, 13%[46 µM], -14%[9.22 µM], -4%
COc1cc(C)c(-c2cc(C(=O)O)c(C)o2)cc1C(C)C
    -17%, 39%[activator][38.3 µM], -1%[46.1 µM], -3.9%, -10%, 2%, -1%
CCCCOC(=O)CSc1nc(N)c(C#N)c(-c2ccc(OCC)cc2)c1C#N
    6%, u, u, 1.9%, 6%, 4%, -1%
O=c1c(C(c2ccc(Cl)cc2)c2c(O)nc3n(c2=O)CCCS3)c(O)nc2n1CCCS2
    10%, x, -8%, -2.8%, x, 12%[9.22 µM], x
COc1ccc(C2c3c(-c4ccccc4)n[nH]c3C(=O)N2c2ccc(C(=O)O)cc2)cc1 (configuration not stated)
    4%, x, 38%, -2.8%, x, 5%[9.22 µM], x
Cc1ccccc1C(=O)N1CCCN(C(=O)c2ccccc2C)CC1
    -2%, 14%[38.3 µM], 8%[46.1 µM], 1.1%, u, u, -13%
CCCNC(=O)C1CCN(c2ccc(S(=O)(=O)N3CCOCC3)cc2Cl)CC1
    4%, 2%, 0%[46.1 µM], -2.0%, u, -7%, 1%
O=C(CSc1nnc2c(n1)[nH]c1ccccc12)NCc1ccco1
    -13%, 3%, -7%, 4.3%, u, 8%, -1%
CN1C(=O)N(S(=O)(=O)c2ccc(F)c(F)c2F)C(=O)C1(C)C
    -5%, -1%[38.3 µM], -1%[46.1 µM], 0.0%, u, 12%, -1%
Nc1nc(SCC(=O)Nc2ccccc2Sc2ccc(Cl)cc2)n[nH]1
    -13%, 8%[38.3 µM], -11%[46.1 µM], 3.9%, 3%, -3%, 1%
O=C(CSc1nnc2ccccn12)NNC(=O)c1ccc(F)cc1
    6%, 2%, 5%, 2.2%, x, 7%, -1%

Compound profiles, as listed above. Screens in order: CBFb RUNX1 block | IMPase Li inh | NPSR antag | Epigenetic derep | LMNA splice mod | HttQ103 aggreg | KinaseGlo FLuc
Listed for COc1ccc2nc(Nc3nc(CSc4nc5ccccc5[nH]4)cc(=O)[nH]3)nc(C)c2c1 : -13% | 7% | -16% | u | u | -32% | -2%
Listed for CC(=O)Nc1ccc(-n2c(C)ccc2C)cc1 : 9% | -10% | 6% | -1.0% | x | 0% | 1%
Listed for O=c1c(C(c2ccc(Cl)cc2)c2c(O)nc3n(c2=O)CCCS3)c(O)nc2n1CCCS2 : 10% | x | -8% | -2.8% | x | 12%[9.22 µM] | x
Listed for CN1C(=O)N(S(=O)(=O)c2ccc(F)c(F)c2F)C(=O)C1(C)C : -5% | -1%[38.3 µM] | -1%[46.1 µM] | 0.0% | u | 12% | -1%

Going on with the list.
Order of results: CBFb RUNX1 block, IMPase Li inh, NPSR antag, Epigenetic derep, LMNA splice mod, HttQ103 aggreg, KinaseGlo FLuc
Cc1cc(Cl)ccc1N=c1ssnc1Cl
    -22%, 4%[38.3 µM], u, 6.0%, -7%, -17%[9.22 µM], 0%
CCOc1nc(C)cc(C)c1S(=O)(=O)c1ccc(Cl)cc1
    6%, 12%, -43%, -0.7%[10.1 µM], 6%[9.22 µM], 5%[9.22 µM], -4%
CN1CCN(c2ccc(NC(=O)c3sc4ccccc4c3Cl)cc2)CC1
    -1%, 2%, -11%, -1.1%, 5%[9.22 µM], 12%, 1%
O=C(COc1ccc(S(=O)(=O)N2CCCC2)cc1Cl)N1CCN(c2ccccc2)CC1
    0%, 20%[38.3 µM], -5%[46.1 µM], 2.2%, u, -14%, 2%
CCOc1ccc(C2=Nn3c(nnc3-c3ccccc3OC)SC2)cc1
    -6%, 11%[38.3 µM], u, 0.0%, u, u, -3%
CN(Cc1cccs1)C(=O)/C=C/c1ccccc1[N+](=O)[O-]
    u, 17%, -18%, -1.3%, 11%[46 µM], u, -3%
CCOC(=O)N1CCC(NC(=O)c2ccc3c(c2)sc2nc(-c4ccccc4)cn23)CC1
    0%, -12%[38.3 µM], -5%[46.1 µM], 12%, -12%, -27%, 0%
Cc1ccc(-n2c(C)cc(-c3csc(N)n3)c2C)cc1
    -20%, 5%, -23%, -1.3%, -2%, 4%, -4%
